Insulin prom inh: inhibitors of insulin promoter-driven GFP, primary screen, imaging, TRM-6 cells (human fetal islet line), eGFP reporter, cell count | reporter expression induced with tamoxifen | inhibition, % at 2 µM | 130,000 tested, 0.9% active;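 active = inhibition above the mean plus 3 SD, with well images judged a real hit on visual review, cut at about 60% in these data, passing the limit was not always enough; inconclusive = inhibition over the cutoff but images rejected on review; inactive = inhibition not above the cutoff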
SDO1 yeast rescue: growth rescue of sdo1-depleted yeast, primary screen, S. cerevisiae, bone marrow failure model; 140,000 tested, 0.21% active; z-score at 10 µM; AID 817, 2007; S. cerevisiae sdo1-depleted JHY4D growth rescue, OD600 30 h; stronger effect = higher value; pdr5 snq2 efflux-pump mutant strain;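 active = z-score above 3 at both the 24 hr and the 30 hr optical density reads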;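 note: z-score against mean and SD of all compound wells on the same plate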
SDO1 yeast rescue Rescue 24 h: recorded beside SDO1 yeast rescue, whose call it bears; z-score; S. cerevisiae sdo1-depleted JHY4D growth rescue, OD600; measured here: growth rescue at 24 h;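 0 is the plate mean of compound wells and units are plate SD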
An asterisk follows results filed as active; ? = inconclusive; . = no result given; [ ] = remark or other dose.

Second line of a record – Insulin prom inh, SDO1 yeast rescue, SDO1 yeast rescue Rescue 24 h
O=C1c2ccccc2C(=O)N1CC1c2ccccc2CCN1C(=O)N1CCOCC1 (stereo not given)
→ -30.8, 0.07, 0.32
Cc1ccc(C(=O)NNC(=O)C(C)Sc2nc(N)cc(N)n2)cc1 (stereo not given)
→ ., 0.82, 0.65
O=C(NCCN1C(=O)C2C3C=CC(C3)C2C1=O)Nc1ccccc1 (stereo not given)
→ ., 1.02, 1.11
CCOC(=O)CNC(=O)CSc1nc(N)cc(N)n1
→ -16.1, 0.29, 0.52
Cc1[nH]c2ccccc2c1C(=O)CN1CCCC1
→ ., 1.02, 0.51
O=C1c2ccccc2C(=O)C1c1nccc2ccccc12
→ 12.5, -1.16, -0.1
COc1ccc(N2CCN(C(=O)CCNC(=O)c3ccc(C(C)(C)C)cc3)CC2)cc1
→ 36.4, ., .
CCOP(=O)(OCC)C(NC(C)=O)C(=O)c1ccccc1 (stereo not given)
→ -11.1, ., .
C/C(N)=C(/C#N)C(=O)COC(=O)Cc1coc2ccc3ccccc3c12
→ -26.8, ., .
CCOC(=O)N1CCN(CCC(=O)Nc2cc(OC)cc(OC)c2)CC1
→ 11.1, 2.03, 2.77
CN1CCc2c(c3ccccc3n2Cc2ccccc2)C1
→ ., 0.79, 0.49
CCOC(=O)c1c(C)[nH]c(C)c1C(=O)COC(=O)[C@@H]1CCCN1S(=O)(=O)c1ccc(Cl)cc1
→ -82.6, 1.5, 1.54
CCC1(CC)NC(=O)N(CC(=O)NCc2ccc3c(c2)OCO3)C1=O
→ -9.7, 1.62, 1.22
Cc1cc(Cl)ccc1NC(=S)N(CCCN1CCOCC1)Cc1cccs1
→ ., -0.06, -0.26
CSc1ncccc1C(=O)OCC(=O)c1cccs1
→ 26.7, ., .
COc1ccc(C)cc1NC(=O)c1cc2c(s1)CCC2
→ ., -1.28, -1.29
O=C(COC(=O)Cc1ccc2c(c1)OCCO2)Nc1ccc(S(=O)(=O)N2CCCC2)cc1
→ -30.9, 0.44, 0.68
COc1ccc(S(=O)(=O)CCC(=O)Nc2ccc(OC)cc2OC)cc1
→ -20.9, -1.01, -1.21
Fc1cccc(NCc2ccoc2)c1
→ ., -0.38, -0.29
CCCC(=O)Nc1ccc(NC(=O)Cc2ccccc2)cn1
→ -50.0, 0.03, -0.47
CN(C1=NC(=O)C(CC(=O)O)S1)c1ccc(O)cc1 (stereo not given)
→ -30.0, ., .
CCCS(=O)(=O)N1CCC(C(=O)N2CCCC2)CC1
→ 21.3, 1.79, 0.86
COc1ccc(-c2nsc(SCC(=O)NCC3CCCO3)n2)cc1 (stereo not given)
→ -63.6, ., .
CN(C)c1nc(OCCNC(=O)Nc2ccccc2)nc(N2CCOCC2)n1
→ 6.9, 0.3, 0.39
Cc1nnc(NC(=O)C(C)Oc2ccc3c(C)cc(=O)oc3c2)s1 (stereo not given)
→ 0.0, 0.97, 0.63
Cc1coc(C)c1C(=O)CC1(O)C(=O)N(Cc2ccccc2)c2ccccc21 (stereo not given)
→ -44.4, -0.9, -0.5
O=C(O)c1ccc(NS(=O)(=O)/C=C/c2ccccc2)cc1
→ ., 0.89, -0.48
COc1ccc(-c2nc(C#N)c(NCCN(C)C)o2)cc1
→ ., 1.41, 1.3
COc1ccc(CNC(=O)CN(c2cccc(OC)c2)S(C)(=O)=O)cc1
→ -58.3, 0.65, 0.3
COc1ccccc1NC(=O)c1cccc(S(=O)(=O)N2CCOCC2)c1
→ ., -0.34, -0.09
O=C(CN1CCCCC1)Nc1ccc(F)c(Cl)c1
→ -29.6, 0.82, 0.43
CC1CSc2ccccc2NC1=S (stereo not given)
→ 52.4, 2, 0.99
O=C(CCCCl)NC1=NN(c2ccccc2)C(=O)C1
→ 1.6, 0.81, 0.28
O=C1c2ccccc2NC2CCCCCN12 (stereo not given)
→ 61.3, -0.16, -0.89
O=C(O)C1C2C=CC(O2)C1C(=O)Nc1ccc(S(=O)(=O)Nc2ccccc2)cc1 (stereo not given)
→ -127.6, -0.7, -0.88
CCc1ccc2[nH]c3nc(C)cc(C)c3c(=O)c2c1
→ 81.5*, -0.22, 1.25
COc1ccc(-c2nc(N)ncc2-c2csc(C)n2)c(O)c1OC
→ -30.8, ., .
CN(Cc1ccccc1)c1ccc(N2C(=O)CCCC2=O)cc1[N+](=O)[O-]
→ -40.0, -0.77, -1.2
COc1ccccc1OCCn1c(=O)oc2ccc(C)cc21
→ -40.7, ., .
O=S(=O)(NC12CC3CC(CC(C3)C1)C2)c1ccc(F)cc1
→ 6.2, -0.18, 0.83
O=C1CCCC(O)=C1C=Nc1ccc(O)cc1
→ ., -0.22, -0.45
COc1ccc(NC(=O)c2ccc(NC(=O)C(C)C)cc2)c([N+](=O)[O-])c1
→ 2.6, -0.42, -0.38
Cc1c(C(=O)O)oc2c1C(O)CCC2 (stereo not given)
→ ., 0.41, 0.1
O=C(N/N=C/c1sc(N2CCOCC2)nc1-c1ccccc1)c1ccccc1Cl
→ 11.8, ., .
Cc1ccc(C2CC(C(F)(F)F)n3nc(C(=O)NCc4ccco4)cc3N2)cc1 (stereo not given)
→ ., -1.86, -1.39
COCC(=O)Nc1ccccc1C#N
→ -26.1, 0.74, 0.07
CCN(CC)C(=O)CSc1nnc([C@@H](N)Cc2ccccc2)o1
→ ., -0.31, -0.04
O=C(Nc1ccc(F)c(F)c1)c1cc(S(=O)(=O)N2CCN(c3ccccn3)CC2)ccc1F
→ 58.9, -0.77, 0.51
CN(CC(=O)Nc1ccc(C#N)cc1)CC(=O)Nc1ccc(N2CCOCC2)cc1
→ ., 1.36, 2.5
CCN(CC)c1ccc(/C=C2/C(=O)c3ccc(C(=O)O)cc3C2=O)cc1
→ 21.1, -0.03, -0.47
O=C(Cc1ccc(Cl)cc1)Nc1cccc2ncccc12
→ -11.1, ., .
Cc1ccc(SC(C)c2nc(-c3ccncc3)no2)cc1 (stereo not given)
→ -100.0, -2.64, -2.09
COC(=O)C1C(O)=C(C=NC2CCCCC2)C(=O)CC1(C)C (stereo not given)
→ 50.0, 0.15, 0.46
Cc1cc(NC(=O)CSc2nc3ccsc3c(=O)n2NC(=O)c2ccccc2)no1
→ -435.7, 1.6, 1.65
O=C(NCCc1ccccc1)C1CCN(S(=O)(=O)N2CCC3(CC2)OCCO3)CC1
→ -118.8, 1.3, 0.79
O=C1CSC(c2ccccn2)N1Cc1cn2ccccc2n1 (stereo not given)
→ -19.4, -0.04, 0.19
O=C(N/N=C/c1ccc(Br)o1)c1cccnc1
→ 6.7, 0.79, -0.3
O=C(Cn1c(=O)oc2cc(S(=O)(=O)N3CCCCCC3)ccc21)NC1CCCCCCC1
→ ., -0.17, -0.2
Cc1cccc(CSc2nnc(C)c(=O)n2N)c1
→ ., -0.59, -1.46
CCOc1ccc(S(=O)(=O)Nc2ccc(C(=O)N/N=C/c3c(C)nn(-c4ccccc4)c3N3CCCC3)cc2)cc1
→ -69.2, 0.44, 0.73

Additional compounds.
Second line of a record – Insulin prom inh, SDO1 yeast rescue, SDO1 yeast rescue Rescue 24 h
CC(C)(C)C(=O)CSc1nccc(=O)[nH]1
→ ., 0.83, 0.62
COC(=O)c1ccc(NC(=O)C(=O)N2CCN(C(=S)Nc3ccc(C)cc3)CC2)cc1
→ -19.4, 0.42, 0.47
CC1=CC(C)(C)N(S(=O)(=O)c2ccc(C)cc2)c2cc(C)ccc21
→ -28.1, -1.39, -0.64
CC1CCCCN1CCNC(=O)C1CCN(S(=O)(=O)N2CCCCC2)CC1 (stereo not given)
→ 0.0, 0.98, 0.57
Cc1cccc(C2c3[nH]c4ccccc4c3CCN2C(=O)c2cc(C(C)C)nc(N)n2)n1 (stereo not given)
→ 0.0, ., .
CCOc1ccc(OCC(=O)N2CCOCC2)cc1
→ 41.2, -0.32, 0.28
CN(C)c1nnnn1-c1ccc(OC(F)(F)F)cc1
→ 23.1, ., .
CCC(CC)c1nc(NCCC(=O)O)c2ccccc2n1
→ ., 0.48, 0.59
COc1ccc(Cc2nnc(NC(=O)c3c(-c4ccccc4)noc3C)s2)cc1
→ 25.0, 0.03, -0.24
Cc1ccnc(SCCn2c(N3CC(C)CC(C)C3)nc3c2c(=O)n(C)c(=O)n3C)n1 (stereo not given)
→ ., -1.28, -1.58
CCOC(=O)c1[nH]c(COC(=O)CCOc2ccccc2OC)c(C(=O)OCC)c1C
→ 66.7, -1.42, -0.76
COc1ccccc1N1CCN(c2cc(=O)n(-c3ccccc3Cl)c(=O)[nH]2)CC1
→ -90.3, -0.02, -0.41
CS(=O)(=O)N(Cc1ccc(C(=O)NN=C2CCCCCC2)cc1)c1ccccc1
→ -15.4, 0.85, -0.45
CC1(C)Cc2ccccc2-c2c1c(=O)n(Cc1ccccc1)c1nnnn21
→ -12.9, -1.19, -0.57
Cc1cc(C)c2c(C)c(C(=O)NCc3ccncc3)oc2c1
→ 50.0, -1.75, -1.95
COc1ccc(-n2ncc3c(N4CCC(C(N)=O)CC4)ncnc32)cc1
→ ., 0.56[12.6 µM], 0.41
O=[N+]([O-])c1ccc(N2CCN(S(=O)(=O)c3ccc(Cl)cc3)CC2)cc1NCc1cccnc1
→ 33.3, -1.47, -1.12
Cc1cccc(N(C)S(=O)(=O)c2ccc3c(c2)CCC(=O)N3)c1
→ ., -0.58, -0.3
O=C(CNCC1CCCO1)Nc1ccc(N2CCCCCC2)cc1 (stereo not given)
→ 21.7, 0.64, -0.23
CCCc1nccn1S(=O)(=O)c1cc(OC)ccc1OC
→ 75.0*, -0.54, -0.67

Other records:
SMILES,Insulin prom inh,SDO1 yeast rescue,SDO1 yeast rescue Rescue 24 h
CCOCCCNC(=S)NCCNc1nc2c(C)cccc2cc1C#N,18.8,-1.09,-1.28
CCc1ccc(/C=C2/SC(=S)N(CC(=O)Nc3nc4ccccc4s3)C2=O)cc1,63.3,-1.48,-0.32
CC(C)OC(=O)CCC1(C(=O)O)CCC(=O)NC1 (stereo not given),.,0.56,-0.59
O=C(COC(=O)c1cccc(Cl)c1)Nc1cc(Cl)ccc1Oc1ccccc1,13.3,1.1,1.18
C/C(=N\O)C(C)/[N+]([O-])=C/c1nc(C)c(C)n1O (stereo not given),3.6,.,.
CCC(=O)Nc1ccccc1C(=O)OCC(=O)c1ccccc1,-22.9,-0.15,0.04
CCC(=O)N(Cc1cc2c(C)ccc(C)c2[nH]c1=O)C1CCCCC1,-166.7,-0.15,0.51
O.O.O.O=S(=O)([O-])OC[C@H]1O[C@@H](O[C@]2(COS(=O)(=O)[O-])O[C@H](OS(=O)(=O)[O-])[C@@H](OS(=O)(=O)[O-])[C@@H]2OS(=O)(=O)[O-])[C@H](OS(=O)(=O)[O-])[C@@H](OS(=O)(=O)[O-])[C@@H]1OS(=O)(=O)[O-].[Al],47.6,0.88,0.43

Some of these compounds in order of heavy-atom count, rising:
SMILES,Insulin prom inh,SDO1 yeast rescue,SDO1 yeast rescue Rescue 24 h
C/C(=N\O)C(C)/[N+]([O-])=C/c1nc(C)c(C)n1O (stereo not given),3.6,.,.
CCC(=O)N(Cc1cc2c(C)ccc(C)c2[nH]c1=O)C1CCCCC1,-166.7,-0.15,0.51
CCc1ccc(/C=C2/SC(=S)N(CC(=O)Nc3nc4ccccc4s3)C2=O)cc1,63.3,-1.48,-0.32

Following part:
SMILES,Insulin prom inh,SDO1 yeast rescue,SDO1 yeast rescue Rescue 24 h
O=C1CN(C(=O)C2CC2)c2ccccc2N1,20.0,0.6,0.6
CCOC(=O)COc1c(C(=O)OC)sc2ncccc12,-23.1,.,.
Cc1ccc(C)c(-n2c(Cc3cc(=O)[nH]c(=O)[nH]3)nnc2SC(C)C)c1,.,0.95,2.82
COc1ccc(C(=O)NCc2ccc3c(c2)OCO3)cc1S(=O)(=O)NCc1ccc(Cl)cc1,-42.1,0.28,-0.14
O=[N+]([O-])c1ccccc1S(=O)(=O)N1CCc2ccccc2C1,-3.7,.,.
CCOC(=O)c1c(-c2ccccc2)n(C)c2ccc(O)cc12,-7.7,-0.35,-0.4
COc1ccc(Nc2nc3ccc(OC)cc3s2)cc1,11.1,.,.
Cc1cc(C)n(-c2ccc(C(=O)Nc3cc(S(=O)(=O)N(C)C)ccc3Cl)cc2)n1,.,0.62,0.43
O=C(N/N=C/c1ccccc1Br)c1ccc(CSc2cccc3cccnc23)cc1,-30.4,0.29,0.44
CC(=O)Nc1ccc(S(=O)(=O)NC(CC(=O)NCCC2=CCCCC2)C(C)C)cc1 (stereo not given),.,-0.04,-0.72
COc1cc(NC(=O)CN2CCN(c3ccccc3F)CC2)c(C)cc1[N+](=O)[O-],.,-0.72,-0.52
N#Cc1cnn2c(N)c(-c3ccc(Cl)cc3)cnc12,-9.1,.,.
O=C1NC(=NCc2ccccc2)S/C1=C\c1ccccc1,.,-1.18,-1.02
Cc1c(-c2cc[n+]([O-])cc2)oc2ccc(Br)cc2c1=O,?,.,.
CC1=NNC(=O)/C1=C\c1cn(-c2ccccc2)nc1-c1ccc(Cl)cc1,26.7,-2.7,-2.31
Cc1[nH]n(-c2ccccc2)c(=O)c1N=Nc1ccc2c(c1)OCCO2,-25.0,.,.
CC1(C)CC(=O)C2=C(C1)N=C1SCCC(=O)N1C2c1ccc(C(F)(F)F)cc1 (stereo not given),-13.8,-0.36,-0.7
Cc1ccccc1C(=O)Nc1ccc(C(=O)N/N=C/c2ccncc2)cc1,-10.0,.,.

Sorted by the number under SDO1 yeast rescue Rescue 24 h (ascending): 3 of the compounds above.
molecule	SDO1 yeast rescue Rescue 24 h
CC1(C)CC(=O)C2=C(C1)N=C1SCCC(=O)N1C2c1ccc(C(F)(F)F)cc1 (stereo not given)	-0.7
COc1cc(NC(=O)CN2CCN(c3ccccc3F)CC2)c(C)cc1[N+](=O)[O-]	-0.52
O=C(N/N=C/c1ccccc1Br)c1ccc(CSc2cccc3cccnc23)cc1	0.44
